Compound activity: PubChem, National Center for Advancing Translational Sciences (NCATS)
EPAC1 agonist: agonists of human EPAC1; O95398; EPAC1 agonist qHTS, biochemical assay; response scale: 100% = response to 6.5 mM cAMP; Potency, µM (highest dose often 154 µM), without a hit: top-dose activation, most hits filed as activators; actives 0.073% (n = 360,000); further: potency means the concentration at half of the fitted maximal effect; nearly all actives have a fitted effect of over 60% in size
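Read-out is the fluorescence drop as BODIPY-GDP leaves Rap1B (480 nm excitation, 540 nm emission), recorded every 5 minutes over 30 minutes. Reactions held 100 nM EPAC1, 250 nM Rap1B–BODIPY-GDP and 50 uM GDP, with 6.5 mM cAMP setting full activation.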
EPAC2 antag: blocks human EPAC2 exchange factor; Q8WZA2; EPAC2 GEF exchange of Rap1B-BODIPY-GDP, fluorescence; Potency, µM (top dose mostly 114 µM), for inactives: top-dose activity, negative = inhibition, actives largely listed as inhibitors; actives 0.18% (n = 360,000); AID 720708; further: potency means the concentration at half of the fitted maximal effect; on the % scale 0 is the no-effect control and ±100 the full control effect; nearly all actives have a fitted effect of over 45% in size; many of its hits are not listed in these tables
WRN inhibitor: blocks human WRN helicase. Q14191. WRN helicase unwinding, fluorescent forked duplex, kinetic. Potency, µM (highest dose often 114 µM), without a hit: top-dose activity change, negative = inhibition, usual class: inhibitors. actives 0.46% (n = 360,000); further: potency means the concentration at half of the fitted maximal effect; on the % scale 0 is the no-effect control and ±100 the full control effect; nearly all actives have a fitted effect of over 55% in size
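Screening of the MLSMR collection measured strand separation of a quenched forked DNA duplex (100 nM) by 20 nM WRN with 2 mM ATP, all final. Compounds were preincubated with enzyme 15 min at room temperature.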
EPAC1 antag: EPAC1 (human) antagonism | O95398 | EPAC1 GEF assay, Rap1b-BODIPY-GDP exchange fluorescence | Potency, µM (top dose mostly 115 µM), inactives show top-dose activity change, negative = inhibition, most hits filed as inhibitors | actives 0.14% (n = 360,000);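 further: potency means the concentration at half of the fitted maximal effect; plate controls were vehicle for no effect and positive control for full effect; nearly all actives have a fitted effect of over 50% in size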
PI5P4K alpha inh: inhibitors of human PI5P4K alpha. actives 1.2% (n = 330,000). PI5P4Kalpha enzyme, ADP-Glo luminescence, 60 min; hits give low values. P48426. max response, %. AID 652105; active means max response of -50% or lower; inconclusive means between -30% and -50%; inactive means -30% or higher; further: value at the top dose of about 77 µM; on the % scale 0 is the no-effect control and ±100 the full control effect
Target sequence (P48426 whole entry, looked up): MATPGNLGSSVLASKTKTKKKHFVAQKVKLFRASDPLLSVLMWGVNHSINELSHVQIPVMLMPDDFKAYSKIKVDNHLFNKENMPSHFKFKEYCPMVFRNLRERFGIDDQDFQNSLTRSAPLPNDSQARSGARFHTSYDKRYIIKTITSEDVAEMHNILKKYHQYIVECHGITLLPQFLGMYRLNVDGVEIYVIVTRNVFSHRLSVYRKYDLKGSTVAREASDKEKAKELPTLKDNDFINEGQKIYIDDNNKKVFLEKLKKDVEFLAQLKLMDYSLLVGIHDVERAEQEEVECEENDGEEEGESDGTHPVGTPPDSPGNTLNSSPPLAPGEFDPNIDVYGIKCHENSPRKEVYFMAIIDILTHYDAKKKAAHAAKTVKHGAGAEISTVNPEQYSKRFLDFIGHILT
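Single end-point luminescence (ADP-Glo) quantified ADP from PI5P4Kalpha turnover; ATP 5 microM final, 1 h at RT, 0.1% CHAPS and 0.28 mM EGTA in HEPES pH 7.4.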
CCT chaperon mod: cytosolic chaperonin activity modulation; purified chaperonin ATPase assay, HTRF ADP detection, 30 min; activity change, % (concentration not given with the values), hits read low; actives 0.3% (n = 360,000); AID 651819; in the data active means activity change below about -30%; further: on the % scale 0 is the no-effect control and ±100 the full control effect
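Nucleotide hydrolysis assay: TRiC at 20–40 nM final (set by batch activity) with 10 uM ATP, 30 min at 37 °C, in presence of 76 uM compound. Detection by competitive ADP HTRF, 30 min ambient.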
PLK1 PBD inh: PLK1 (human) polo-box domain binding inhibition | actives 2.8% (n = 360,000) | Potency, µM, inactives show max response, negative = inhibition, hits mostly inhibitors | P53350 | Plk1 PBD binding of FITC phosphopeptide, fluorescence polarization; further: potency means the concentration at half of the fitted maximal effect; series mostly up to about 57 µM; on the % scale 0 is the no-effect control and ±100 the full control effect; nearly all actives have a fitted effect of over 65% in size
Target sequence (P53350 whole entry, looked up, the tested form may be a part): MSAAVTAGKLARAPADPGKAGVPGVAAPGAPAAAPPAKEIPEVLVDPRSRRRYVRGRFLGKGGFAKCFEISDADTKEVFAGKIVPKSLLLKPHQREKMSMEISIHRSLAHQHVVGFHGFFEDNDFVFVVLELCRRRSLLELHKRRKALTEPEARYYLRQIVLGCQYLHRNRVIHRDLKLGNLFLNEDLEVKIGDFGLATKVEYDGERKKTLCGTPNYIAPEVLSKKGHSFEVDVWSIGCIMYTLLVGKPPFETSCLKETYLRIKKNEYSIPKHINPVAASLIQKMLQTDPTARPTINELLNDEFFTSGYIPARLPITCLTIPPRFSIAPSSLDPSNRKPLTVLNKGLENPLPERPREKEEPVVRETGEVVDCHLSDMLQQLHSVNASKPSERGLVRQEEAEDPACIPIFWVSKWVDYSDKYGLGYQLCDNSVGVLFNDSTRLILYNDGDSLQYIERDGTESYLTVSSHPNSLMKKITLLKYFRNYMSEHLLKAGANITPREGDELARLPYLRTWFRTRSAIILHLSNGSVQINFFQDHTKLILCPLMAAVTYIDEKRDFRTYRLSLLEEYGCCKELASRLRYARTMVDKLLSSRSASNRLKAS
Mm-Cpn inhibitor: blocks the Methanococcus maripaludis chaperonin Mm-Cpn. purified Mm-Cpn ATPase, ADP Transcreener TR-FRET. Potency, µM (top dose mostly 76.9 µM), for inactives: at the top dose activity, negative = inhibition, usual class: inhibitors. actives 0.031% (n = 330,000). AID 504842; further: potency means the concentration at half of the fitted maximal effect; on the % scale 0 is the no-effect control and ±100 the full control effect; nearly all actives have a fitted effect of over 80% in size
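TR-FRET (320 nm excitation; 590 and 665 nm emission) reports ADP made from 10 uM ATP by 25 nM enzyme; compounds were preincubated 10 min, reaction run 30 min, both at 37°C.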
Active calls of the source: *; ? = inconclusive; nt = not tested or not shown; & = joins results of further samples; [ ] = dose if it differs, or a comment. Unless noted, the call rests on the fitted dose curve; in most records, active means well fitted curve in the direction sought with a large enough effect; inconclusive means small, poorly fitted or top-dose-only effect, or another doubt; inactive means no such curve, though single readings can be large; an effect the other way counts as inactive or inconclusive.

SMILES	EPAC1 agonist	EPAC2 antag	WRN inhibitor	EPAC1 antag	PI5P4K alpha inh	CCT chaperon mod	PLK1 PBD inh	Mm-Cpn inhibitor
Cc1ccc(C(C(=O)NCc2ccccc2)N(C(=O)c2ccccn2)c2ccccc2)o1 (stereo not given)	-2%	10%	8%	0%	2	-0.9	-11%	0%
COC(=O)C1CSC(C(=O)OC)N1C(=O)CN1CCN(c2ccccc2)CC1 (stereo not given)	5%	13%	6%	8%	0	-0.8	-6%	-6%
NS(=O)(=O)c1ccc(NC(=S)NC(=O)c2ccc(-c3ccccc3)cc2)cc1	-7%	9%	-5%	0%	0	-2.0	-4%	-8%
CCOc1ccccc1N/C=C(\C#N)c1nc2ccccc2n1C	4%	11%	-9%	13%	nt	-1.1	0%	0%
CC(C)[C@@H]1Cc2[nH]n(C)c(=O)c2[C@H](c2ccc(Cl)cc2)O1	3%	-3%	-8%	-4%	0	0.4	2%	nt
CCCc1c(O)nc(SCCN(CCC)CCC)[nH]c1=O	12%	-1%	13%	4%	nt	-3.0	-8%	0%
CC(=O)Nc1ccc(-c2csc(NC(=O)CC(NC(C)=O)c3ccccc3)n2)cc1 (stereo not given)	9%	8%	6%	-18%	?	0.5	-8%	1%
Cn1c(=O)n(C)c2cc([N+](=O)[O-])c(N3CCN(C(=O)c4ccc(Cl)cc4)CC3)cc21	-21%	20%	-17%	5%	nt	0.4	-11%	-2%
COC(=O)CSc1ncnc2c1cnn2Cc1ccccc1	13%	1%	5%	-9%	2	0.5	-19%	?
CCCN(CC(=O)Nc1ccccc1C)C(=O)CCCc1c[nH]c2ccccc12	-1%	12%	-5%	0%	5	-1.6	0%	-2%
Cc1cccc(/C=C2\Sc3ccc(C(=O)N4CCOCC4)cc3N(C)C2=O)c1	2%	-9%	-3%	-13%	-5	0.6	-3%	-2%
CCOC(=O)CNC(=O)CN1CCC(c2nc3ccccc3[nH]2)CC1	7%	-6%	7%	-6%	3	-2.1	-13%	1%
CCn1c(=N)n(CC(=O)C(C)(C)C)c2ccccc21	7%	-7%	-14%	-5%	nt	-6.4	-9%	0%
COc1ccc(NC(=O)COC(=O)CNS(=O)(=O)/C=C/c2ccccc2)cc1OC	3%	4%	-1%	2%	-3	-7.9	-7%	-5%
O=c1sc(N2CCN(c3ccccc3F)CC2)nc2ccsc12	-4%	3%	-6%	4%	10	-1.2	-2%	-2%
Nc1ccc(S(=O)(=O)NNC(=O)C(=O)NNc2ccccn2)cc1	1%	8%	8%	-6%	-7	-0.8	2%	1%
COc1ccc(-c2cc(C(=O)NC3CCCC3)no2)cc1	6%	-5%	1%	-7%	2	-1.4	-10%	2%
COCCCNC(=S)N/N=C/c1ccc(OC)cc1	-3%	1%	5%	3%	0	1.2	3%	0%
NC(=O)Cn1cnc2c(nnn2-c2ccc(F)cc2)c1=O	-17%	4%	7%	-8%	5	1.0	27µM*	3%
COc1ccc(Cl)cc1CN1CCOCC1	-7%	7%	5%	7%	-1	1.9	7%	0%
CS(=O)(=O)Nc1ccccc1C(=O)NCCSc1ccc(Cl)cc1	5%	-2%	9%	-14%	8	-1.7	-16%	?
CCOC(=O)c1cnc2c(C)cccc2c1NCCCN1CCOCC1	-5%	-2%	8%	-6%	-1	-0.6	-8%	0%
Cc1ccccc1-c1nc(NCCN(C)C)nc2ccsc12	-7%	10%	-6%	8%	7	1.2	0%	nt
O=C(CNC(=S)N(CCCN1CCOCC1)Cc1cccs1)NCc1ccc(Cl)cc1	-3%	-10%	-3%	-11%	5	-0.3	-17%	2%
O=c1[nH]sc2ccccc12	4%	-2%	32µM*	-29%	-93*	-0.8	5.3µM*	-14%
(further entries)
SMILES	EPAC1 agonist	EPAC2 antag	WRN inhibitor	EPAC1 antag	PI5P4K alpha inh	CCT chaperon mod	PLK1 PBD inh	Mm-Cpn inhibitor
CN(C)CCCNC(=O)C[C@H]1C[C@H](C(=O)N2CCOCC2)[C@@]2(C)c3[nH]c4ccc(Cl)cc4c3CCN2C1=O	0%	4%	-4%	-14%	3	-0.9	-2%	-5%
O=C(Cc1ccccc1)Nc1cccc(N2C(=O)C=CC2=O)c1	-3%	5%	45µM*	5%	-52*	1.9	5.3µM*	-1%
Cc1cccc2cc(CN(Cc3nnnn3C3CCCCC3)C3CCCC3)c3nnnn3c12	-1%	5%	-8%	-4%	-6	-1.4	-9%	-10%
CCCC1CC(C)(C(=O)Cn2[nH]c(=O)ccc2=O)OC1=O (stereo not given)	-1%	1%	3%	-2%	-5	-2.9	-4%	1%
CC(C)(C)c1ccc(OCCNCc2ccccc2)cc1	-6%	-1%	-5%	-7%	2	-4.4	-4%	-5%
O=C(NCC1COc2ccccc2O1)c1cccc(S(=O)(=O)N2CCOCC2)c1 (stereo not given)	-6%	-1%	-27%	-17%	-8	-1.9	-6%	1%
COc1cccc(OC)c1C(=O)Nc1ccc2c(c1)N(S(=O)(=O)c1cccs1)CCC2	4%	-9%	-1%	5%	2	0.3	-5%	-3%
CC(CCc1ccccc1)NC(=O)C1CCN(S(=O)(=O)N2CCOCC2)CC1 (stereo not given)	3%	1%	-3%	-1%	-5	-3.3	-7%	-9%
CC(c1ccccc1)n1ccnc1CO (stereo not given)	8%	1%	-4%	-1%	2	0.9	-3%	nt
CCCn1c(-c2ccc(OC)cc2)nc2ccccc21	1%	9%	-2%	4%	nt	-1.5	1%	0%
O=C(c1ccco1)N1CCN(C(=O)c2oc(=O)c3ccccc3c2-c2ccccc2)CC1	-8%	12%	-6%	-11%	0	0.2	-12%	0%
Cc1c(O)cccc1C(=O)N[C@@H](CSc1ccccc1)[C@H](O)CN1C[C@H]2CCCC[C@H]2C[C@H]1C(=O)NC(C)(C)C	-29%&-17%	0%&-4%	7%&-2%	-7%&-15%	-4&8	-0.6&-0.6	-4%&-3%	-1%
O=C(NCC(c1cccs1)N1CCOCC1)c1cc(-c2ccccn2)nc2ccccc12 (stereo not given)	8%	17%	-1%	-23%	2	-4.5	-11%	-1%
COc1ccccc1NC(=O)CSc1nnc(CNC(=O)COc2ccc(Cl)cc2)o1	12%	-2%	2%	0%	-1	0.9	-8%	0%
O=S(=O)(c1ccccc1Cl)N1CCCC1c1nc(-c2cccc(Cl)c2)no1 (stereo not given)	11%	-2%	-11%	-8%	13	-1.0	-7%	-2%
Cc1cccc(C(=O)Nc2nsc(N)n2)c1	3%	17%	-8%	7%	-2	-1.9	-3%	-2%
S=c1[nH]nc(Cc2ccccc2)n1-c1cccc2ccccc12	4%	-10%	1%[57.1 µM]	4%	-12	-2.3	-16%	-10%
CC1=NN(c2ccccc2)C(=O)/C1=C\c1cn(CCC#N)nc1-c1ccc(Cl)cc1	14%	-6%	-3%[11.6 µM]	-4%	1	-0.5	0%	-4%
O=C(CCCCCN1C(=O)c2cccc3cccc(c23)C1=O)NC1CCS(=O)(=O)C1 (stereo not given)	-12%	17%	0%	3%	0	2.2	?	-1%
Cc1nnn(C23CC4CC(CC(C4)C2)C3)n1	5%	2%	-1%	-3%	nt	-2.4	-2%	nt
Cc1ccccc1NC(=S)Nc1cccc([N+](=O)[O-])c1	9%	-2%	-3%	-2%	1	0.7	-15%	-2%
COc1ccc(N2CCN(C(=O)COC(=O)COc3cc(C)cc(C)c3)CC2)cc1	?	4%	-14%	?	2	0.5	-4%	0%
COc1ccc(S(=O)(=O)N2CCN(C(=O)CC3CC4CCC3C4)CC2)cc1 (stereo not given)	-4%	6%	-2%	-20%	0	0.2	-11%	-2%
CCc1cccc(OCCCCNCCO)c1	0%	4%	9%	0%	5	-1.4	27µM*	0%
COc1cccc(Cn2c(Oc3ccccc3)nc3c2c(=O)n(C)c(=O)n3C)c1	18%	-2%	0%	4%	0	0.5	-14%	-3%
Additional entries
SMILES	EPAC1 agonist	EPAC2 antag	WRN inhibitor	EPAC1 antag	PI5P4K alpha inh	CCT chaperon mod	PLK1 PBD inh	Mm-Cpn inhibitor
CC(=O)c1c(C)[nH]c(C(=O)OCc2csc(CC(=O)Nc3ccccc3C)n2)c1C	-8%	-4%	-1%	15%	-4	-1.0	-8%	-21%
CC(CCc1ccc(O)cc1)NC(c1ccccc1)c1ccc(Cl)cc1 (stereo not given)	15%	?	-6%	-10%	13	-1.1	-2%	2%
Cc1cccc2[nH]c(CN(C)C(=O)C3CCC(=O)N(CCc4ccccc4)C3)nc12 (stereo not given)	-4%	-5%	?	0%	6	0.4	-19%	1%
O=C(Nc1ccncc1)c1cn(-c2ccccc2)nc1-c1cccs1	2%	4%	6%	-4%	17	-0.5	-4%	-22%
O=C(c1c(F)c(F)c(F)c(F)c1F)N(Cc1ccccc1)Cc1ccccc1	-2%	-6%	-14%	1%	5	0.8	-24%	2%
CCC(=O)NCC(c1cccs1)N1CCOCC1 (stereo not given)	-7%	-3%	-1%[57.1 µM]	6%	nt	-0.1	-3%	0%
Clc1ccc(OCCCc2nc(-c3ccncc3)no2)c(Cl)c1	11%	-3%	-2%	?	6	-2.5	-9%	-3%
Cc1ccc(SCC(=O)OCC(=O)NC2CCCCCC2)cc1	3%	-8%	3%	-4%	4	0.4	1%	-2%
NC(=O)[C@@H]1CC2(CC(c3cccc(NC(=O)CC(c4ccccc4)c4ccccc4)c3)=NO2)CN1C(=O)[C@@H]1CCC(=O)N1 (stereo not given in full)	2%	-14%	2%	-15%	-1	-0.7	-5%	2%
CCCNC(=O)c1ccc(N2CCC3(CC2)CC(c2cccc(Br)c2)=NO3)c(NC(=O)c2ccccc2)c1	-13%	28%	8%	0%	2	-1.7	4%	-2%
O=C(CN1C(=O)c2ccccc2C1=O)NN1C(=O)c2ccccc2C1=O	5%	-5%	-10%	-1%	nt	-1.6	-9%	-2%
O=C(Cn1c(C(F)(F)F)nc2ccccc21)NCCCN1CCOCC1	-3%	11%	7%	5%	1	1.0	2%	0%
CC(C)CNC(C)C(=O)Nc1ccc(S(N)(=O)=O)cc1 (stereo not given)	-2%	2%	8%	7%	-7	0.5	-7%	1%
Cc1ccc(S(=O)(=O)NCCNC(=O)CN2CCCC2)cc1	6%	4%	3%	10%	nt	-0.7	-1%	1%

Full records as entered above. Values in the order: EPAC1 agonist, EPAC2 antag, WRN inhibitor, EPAC1 antag, PI5P4K alpha inh, CCT chaperon mod, PLK1 PBD inh, Mm-Cpn inhibitor
O=C(CN1C(=O)c2ccccc2C1=O)NN1C(=O)c2ccccc2C1=O as listed: 5%, -5%, -10%, -1%, nt, -1.6, -9%, -2%
Clc1ccc(OCCCc2nc(-c3ccncc3)no2)c(Cl)c1 as listed: 11%, -3%, -2%, ?, 6, -2.5, -9%, -3%
CC1=NN(c2ccccc2)C(=O)/C1=C\c1cn(CCC#N)nc1-c1ccc(Cl)cc1 as listed: 14%, -6%, -3%[11.6 µM], -4%, 1, -0.5, 0%, -4%

Only part of the results is shown; the hit share may differ from the screen's.
